KDM5B inh – KDM5B demethylase inhibition; 2.6% of 220,000 active; AID 1347165; Potency, µM (top dose mostly 57.7 µM), for inactives: at the highest dose activity change, negative = inhibition, actives largely listed as inhibitors; Q9UGL1; KDM5B demethylase, FDH-coupled NADH fluorescence (FDH is formaldehyde dehydrogenase); active = well fitted inhibition curve with a large enough effect; inconclusive = small, poorly fitted or top-dose-only effect; inactive = no such curve, though single readings can be large or run the other way; also: 0% is about no effect; nearly all actives have a fitted effect of over 70% in size
Target sequence (Q9UGL1 whole entry, looked up): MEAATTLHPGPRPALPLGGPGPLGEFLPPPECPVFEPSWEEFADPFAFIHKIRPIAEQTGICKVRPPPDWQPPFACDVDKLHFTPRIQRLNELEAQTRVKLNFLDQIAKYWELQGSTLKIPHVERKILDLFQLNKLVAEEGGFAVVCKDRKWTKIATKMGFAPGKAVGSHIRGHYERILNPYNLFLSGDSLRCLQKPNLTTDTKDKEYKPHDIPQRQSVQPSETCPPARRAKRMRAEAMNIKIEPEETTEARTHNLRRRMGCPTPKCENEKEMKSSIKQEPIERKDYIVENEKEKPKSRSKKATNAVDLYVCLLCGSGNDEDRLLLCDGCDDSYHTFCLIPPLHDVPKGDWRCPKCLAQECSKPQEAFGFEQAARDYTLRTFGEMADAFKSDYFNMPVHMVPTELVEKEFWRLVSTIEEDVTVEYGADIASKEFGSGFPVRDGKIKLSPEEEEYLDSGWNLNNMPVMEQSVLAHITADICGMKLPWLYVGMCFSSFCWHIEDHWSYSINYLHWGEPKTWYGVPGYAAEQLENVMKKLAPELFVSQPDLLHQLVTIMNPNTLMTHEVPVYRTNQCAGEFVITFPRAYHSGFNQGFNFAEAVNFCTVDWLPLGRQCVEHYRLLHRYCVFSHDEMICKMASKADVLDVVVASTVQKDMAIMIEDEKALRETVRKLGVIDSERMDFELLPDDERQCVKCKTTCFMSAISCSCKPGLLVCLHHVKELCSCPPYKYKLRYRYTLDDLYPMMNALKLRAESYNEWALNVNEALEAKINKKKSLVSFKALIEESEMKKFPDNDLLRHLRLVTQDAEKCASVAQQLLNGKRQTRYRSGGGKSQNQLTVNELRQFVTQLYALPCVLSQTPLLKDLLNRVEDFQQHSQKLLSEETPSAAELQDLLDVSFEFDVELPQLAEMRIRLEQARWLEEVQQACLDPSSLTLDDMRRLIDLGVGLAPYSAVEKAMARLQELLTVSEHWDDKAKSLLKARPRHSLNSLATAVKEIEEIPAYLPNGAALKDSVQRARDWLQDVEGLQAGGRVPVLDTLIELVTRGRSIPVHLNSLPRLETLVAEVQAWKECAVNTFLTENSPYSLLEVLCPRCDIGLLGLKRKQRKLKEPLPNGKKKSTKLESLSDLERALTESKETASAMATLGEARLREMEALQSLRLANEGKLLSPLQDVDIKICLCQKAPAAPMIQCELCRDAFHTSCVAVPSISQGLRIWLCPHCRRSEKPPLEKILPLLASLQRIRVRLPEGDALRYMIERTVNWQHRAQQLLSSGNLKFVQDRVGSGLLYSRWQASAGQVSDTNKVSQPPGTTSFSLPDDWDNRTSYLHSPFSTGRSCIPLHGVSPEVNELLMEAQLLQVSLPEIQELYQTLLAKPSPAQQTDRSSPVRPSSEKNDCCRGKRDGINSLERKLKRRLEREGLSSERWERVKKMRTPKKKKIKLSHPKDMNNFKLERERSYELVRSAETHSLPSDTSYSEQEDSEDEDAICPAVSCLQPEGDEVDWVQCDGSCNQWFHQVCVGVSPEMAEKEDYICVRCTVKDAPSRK
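Compound dilutions met 200 nM (final) KDM5BΔAP for 10 min at room temperature before substrate addition. The substrate mix held 12.5 µM H3K4me3 with cofactors 25 µM α-ketoglutarate and 50 µM Fe²⁺. NADH signal gain over 30 min defined activity.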
Numbers without * were called inactive; ? = inconclusive; & = joins results of further samples; [ ] = another dose, or the depositor's remark. Potency is read from the fitted curve at half-maximal effect. Not all compounds are listed; the hit share may differ from the screen's.

SMILES | KDM5B inh
O=C(Cn1c(=O)oc2ccccc21)N[C@@H]1CCOC[C@H]1Oc1ccccn1 | 2%
CCCCC(=O)OC1=C(C(=O)c2ccccc2)N(CCC)S(=O)(=O)c2ccccc21 | ?
c1cc(-c2noc(CSc3nnnn3C3CC3)n2)cs1 | -11%
Cc1nnnn1CC(=O)Nc1nn(Cc2ccccc2)c2cccc(OC(C)C)c12 | -23%
CCc1c(C)sc(NC(=O)c2ccccc2C)c1C#N | ?
Oc1ccccc1CN[C@H]1[C@H](O)[C@@H](N2CCC(Cc3ccccc3)CC2)[C@@H]2OC[C@H]1O2 | ?
COCCN(C(=O)COC(=O)CC1CCCCC1)c1c(N)n(Cc2ccccc2)c(=O)[nH]c1=O | -8%
O=C(NCCN1CCN(c2cccc(Cl)c2)CC1)Nc1ccccc1C(F)(F)F | 4%
CC(C)N1CCC(NC(=O)c2ccc3ccccc3c2)CC1 | -26%
O=C1c2cnc(-c3ccc(F)cc3F)nc2OCCN1Cc1ccc(F)cc1F | -7%[86.2 µM]
Cc1nc2cc(NC(=O)C3CC(=O)N(c4cccc(Br)c4)C3)ccc2o1 (centres undefined) | -7%
Cc1noc(C)c1-c1cnc(Nc2ccc(F)cc2)c2c1CCO2 | ?
COc1ccc(Cn2c(C(=O)O)c(CNC3CCC(C)CC3)c3ccc(C)cc32)cc1 (centres undefined) | ?
c1ccc(N2CCN(c3nc(N4CCCC4)nc4nccnc34)CC2)cc1 | -13%
CCOC(=O)C1C(=O)C=C(c2ccc(Br)cc2)CC1c1ccccc1 (centres undefined) | 2%
CCNc1nc(SC(C)C(=O)NC)nc2ccccc12 (centres undefined) | -5%
O=C(CSC1=NS(=O)(=O)c2ccccc2N1Cc1ccccc1)Nc1cccc(Cl)c1 | 12%
Oc1cccc(-c2nc(-c3cccs3)c(-c3cccs3)[nH]2)c1 | ?
CC(=O)Nc1ccc(-c2csc(NC(C)C)n2)c(F)c1 | -1%
O=C(Nc1cccnc1)c1cc(-c2ccc(Cl)cc2)on1 | -35%
CC1=C(C(=O)OC(C)(C)C)C(c2ccccc2F)C(C#N)=C(N)O1 (centres undefined) | -1%
COC(=O)CC1Oc2ccc(C)cc2-n2cc(-c3ccc(F)cc3)nc21 (centres undefined) | 0%&-22%
CCCCNC(=O)c1nnn2cc(-c3ccc(Cl)cc3)[nH]c(=O)c12 | 8.9µM*
CNC(=O)N1C[C@@H](CN(C)C)[C@H](NC(=O)c2cccnc2)C1 | 36%
CCc1noc(-c2cccc(-n3ccnc3-c3cc4n(n3)CCCNC4)c2)n1 | -31%
(more compounds)
SMILES | KDM5B inh
O=C1OCC2=C1C(c1ccccc1)NC(=O)N2Cc1nc(C2CC2)no1 (centres undefined) | -6%
CC(=O)NCCc1ccc(S(=O)(=O)Nc2ccc(NC(=O)c3ccc(F)cc3)cc2)cc1 | -27%
CCCCCn1c(=O)[nH]c2cc(C(=O)NCCCN3CCCCC3CC)ccc2c1=O (centres undefined) | ?
COc1ccc(C(=O)Nc2cc3c(cc2C#N)OCO3)cc1S(=O)(=O)N1CCN(C)CC1 | 12%
Cc1ccc(Cl)cc1N1CCN(C(=O)COc2cc(=O)n(C)c3ccccc23)CC1 | ?
COc1cccc(N2CCN(C(=O)c3ccc4c(c3)C(O)CCCCCN4C)CC2)c1 (centres undefined) | ?
CC1=C[C@@H](CNC(=O)CN(C)C)[C@H](C(C)C)C[C@H]1Cc1nc2ccc(Cl)cc2[nH]1 | 14%[86.2 µM]
Cc1ccc(C)c(C(NC(=O)C2CCCCC2)c2cccnc2)c1 (centres undefined) | 35%[activator]
CCOc1ccccc1NC(=O)c1nc2nc(C)cc(C(F)F)n2n1 | 32%[activator]
CCCn1c(=O)n(CC(=O)Nc2ccc(Cl)cc2)c(=O)c2c1nc(C)n2CCOC | 14%
Cc1onc(-c2c(Cl)cccc2Cl)c1C(=O)N1CCCCC1 | 21%
C[C@H]1[C@@H]2[C@@H](O)C([C@H](C)C(=O)NC3CC3)CC[C@@]2(C)CC[C@@H]1NC(=O)c1ccccn1 (some centres undefined) | -2%[86.2 µM]
CC1(C)CC(=O)C=C(NCc2cccc(C(F)(F)F)c2)C1 | 19%
COc1cncc(NC(=O)C2=NO[C@@H]3CN(Cc4cccs4)C[C@H]23)c1 | -18%[86.2 µM]
O=C(Nc1ccc2oc(-c3cccnc3)nc2c1)c1cccc(OCc2ccccc2)c1 | -26%
NC(=O)C1(c2ccccc2)CCCC1 | 9%
CCc1ccc(CN2CCCC23Cc2ccccc2CNC3=O)cc1 (centres undefined) | 1%[149 µM]
COc1cc(CC2(CCC(=O)N3CCC(c4ccc(F)cc4)C3)CCC(=O)N2)ccc1F (centres undefined) | -7%
Cc1cc(C(=O)CSc2nc3cc([N+](=O)[O-])ccc3o2)c(C)n1C | 10%
Cc1ccc(CNC(=O)N[C@@H](Cc2ccccc2)C(=O)O)cc1 | 6%
O=C(COC(=O)c1ccc(Br)o1)Nc1nc2c(F)c(F)c(F)cc2s1 | 22%
O=C(c1ccco1)N1CCN(C(=O)C2CCCN(c3nnc(N4CCCC4=O)s3)C2)CC1 (centres undefined) | 1%
CC(OC(=O)c1cc(=O)[nH]c2ccccc12)C(=O)N(C)c1ccccc1 (centres undefined) | ?
O=C(CSc1ccc(Br)cc1)c1ccc(C2CCCCC2)cc1 | ?
Cc1cc(SCC(=O)NC2CCCC2)nc2ccccc12 | 6%&6%

Laid out differently: 14 of the compounds above.
canonical_smiles	KDM5B inh
C[C@H]1[C@@H]2[C@@H](O)C([C@H](C)C(=O)NC3CC3)CC[C@@]2(C)CC[C@@H]1NC(=O)c1ccccn1 (some centres undefined)	-2%[86.2 µM]
CC1(C)CC(=O)C=C(NCc2cccc(C(F)(F)F)c2)C1	19%
COc1cncc(NC(=O)C2=NO[C@@H]3CN(Cc4cccs4)C[C@H]23)c1	-18%[86.2 µM]
O=C(Nc1ccc2oc(-c3cccnc3)nc2c1)c1cccc(OCc2ccccc2)c1	-26%
NC(=O)C1(c2ccccc2)CCCC1	9%
CCc1ccc(CN2CCCC23Cc2ccccc2CNC3=O)cc1 (centres undefined)	1%[149 µM]
COc1cc(CC2(CCC(=O)N3CCC(c4ccc(F)cc4)C3)CCC(=O)N2)ccc1F (centres undefined)	-7%
Cc1cc(C(=O)CSc2nc3cc([N+](=O)[O-])ccc3o2)c(C)n1C	10%
Cc1ccc(CNC(=O)N[C@@H](Cc2ccccc2)C(=O)O)cc1	6%
O=C(COC(=O)c1ccc(Br)o1)Nc1nc2c(F)c(F)c(F)cc2s1	22%
O=C(c1ccco1)N1CCN(C(=O)C2CCCN(c3nnc(N4CCCC4=O)s3)C2)CC1 (centres undefined)	1%
CC(OC(=O)c1cc(=O)[nH]c2ccccc12)C(=O)N(C)c1ccccc1 (centres undefined)	?
O=C(CSc1ccc(Br)cc1)c1ccc(C2CCCCC2)cc1	?
Cc1cc(SCC(=O)NC2CCCC2)nc2ccccc12	6%&6%

Next structures follow:
SMILES | KDM5B inh
CCCC(=O)Nc1ccc(-c2nc(NC(C)(C)C)sc2C)cc1 | 4%
COc1ccc(NC(=O)C2CCCN2S(=O)(=O)c2ccc3c(c2)CCCC(=O)N3)cc1Cl (centres undefined) | 2%
COc1ccc(-c2nnc(C[C@@H]3C[C@@H](C(C)C)[C@H](CN4CCC(O)CC4)C=C3C)o2)cc1 | -13%
COc1ccc(Cl)cc1NC(=O)N1CCN(Cc2cc(=O)n3nc(-c4ccccc4)sc3n2)CC1 | 6%
COc1ccc(CCNC(=O)c2oc(=O)c3ccccc3c2-c2ccccc2)cc1OC | 1%
CCCCNc1oc(-c2ccc(COc3ccc(OC)cc3)o2)nc1C#N | ?
CCOc1ccccc1NC(=O)c1cc2c(=O)[nH]c3ccccc3c2s1 | -2%
CCN(C(=O)CN1C(=O)COc2ccc(S(=O)(=O)N3CCOCC3)cc21)c1cccc(C)c1 | -12%
CC(=O)c1ccc(NC(=O)C2CCCN(S(=O)(=O)c3ccc(Br)s3)C2)cc1 (centres undefined) | ?
COc1ccc(Cl)cc1NC(=O)Cn1nnc2sc(-c3ccccc3)cc2c1=O | 16%
Cc1ccc2c(CN(C)Cc3nc4ccccc4c(=O)[nH]3)cc(=O)oc2c1C | -5%
O=C(CCc1ncc(-c2ccc(Cl)cc2)o1)Nc1ccc(F)cc1 | 5%
c1ccc(-c2nnc(NN=C3CCCC3)c3ccccc23)cc1 | -29%
O=C(Nc1cccc(S(=O)(=O)N2CCOCC2)c1)c1sc2ccccc2c1Cl | -10%
Cc1ccc(-n2c(=O)c3c4c(sc3n(Cc3ccccc3F)c2=O)CCC4)cc1C | -19%
CCN(C(=O)CSc1nc2ccccc2n1Cc1ccc(C(=O)OC)cc1)c1ccccc1 | -17%
CCCn1c2ccccc2c2cnn(CC(=O)NCCCN3CCCCC3)c(=O)c21 | ?
COCCn1c(=O)[nH]c2cc(C(=O)Nc3cccc(C(C)=O)c3)ccc2c1=O | ?
CCCCNC(=O)COC(=O)Cc1nn(C)c(=O)c2ccccc12 | 6%
Cc1cn2nnc(C(=O)NCCC3=CCCCC3)c2c(=O)[nH]1 | -11%
Cc1ccc2ncc(C(=O)NCc3ccccc3Cl)c(=O)n2c1 | ?
CCCCCCCOc1ccc(COC(=O)c2ccco2)cc1 | 16%
COc1ccc(C(=O)c2oc3ccccc3c2NC(=O)c2cc(=O)c3ccc(C)cc3o2)cc1Cl | -10%
Cc1onc(-c2c(F)cccc2Cl)c1C(=O)OCC(=O)c1c[nH]c2ccccc12 | -3%
Cc1cccc(C(=O)N2CCC(Cc3nncn3C)C2)c1 (centres undefined) | -22%
The list continues.
SMILES | KDM5B inh
NC(=O)c1nnn([C@H]2C[C@H]3C(=O)N4CC[C@H](SCc5ccc(F)cc5)C[C@H]4C(=O)N3C2)c1C(N)=O | 8%
O=C(N/N=C/c1ccco1)c1ccc(NC(=O)c2ccc(Cl)cc2)cc1 | -14%
Cc1cccc(C)c1NC(=O)Cn1ccn2nc(-c3ccccc3)c(CO)c2c1=O | -13%
Cc1ccccc1-c1nc(CS(=O)(=O)CC(=O)Nc2cccc(C(F)(F)F)c2)c(C)o1 | -3%
Cc1cccc(C(C)C)c1NC(=O)c1cccs1 | 0%
Cc1cccc(CNC(=O)C2(c3ccc(NS(C)(=O)=O)cc3)CCC2)c1 | -18%
CCCCNC(=O)N1CCC(C(=O)O)CC1 | 25%
CCCCN(C(=O)c1cccc(S(=O)(=O)N(CC)c2ccccc2)c1)c1c(N)n(CCCC)c(=O)[nH]c1=O | 3%
COc1ccc(CNC(=O)c2cc3cn(C4CC4)cc3s2)cc1OC | ?
COCCn1cc(C(=O)NCCc2ccccc2C)ccc1=O | 18%
CCOC(=O)c1c(NC(=O)c2ccc(S(=O)(=O)N3CCCC(C)C3)cc2)sc2c1CC(C)(C)NC2(C)C (centres undefined) | 157%[activator]
COC(=O)CNC(=O)N1c2ccccc2CC1c1nc(C2CC2)no1 (centres undefined) | -27%
COc1ccc(C2Nc3ccc(C)cc3[C@H]3OCCC[C@@H]23)cc1Br (some centres undefined) | 11%
Cn1c(=O)c2c(nc(CN3CCN(Cc4ccccc4)CC3)n2Cc2ccccc2)n(C)c1=O | 14%
COc1ncccc1CN1CC[C@@H]2OCC(=O)N(c3ccccc3)[C@H]2CC1 | ?
COCCN1C(=O)[C@H]2CN(Cc3cccc(F)c3)C[C@H]2C1=O | -8%
O=C(CCNS(=O)(=O)c1ccc2c(c1)CCN2C(=O)C1CC1)N1CCN(c2cccc(Cl)c2)CC1 | -38%
CCN1c2cc(C(=O)NCCOc3ccccc3OC)ccc2C(=O)N2CCCCCC21 (centres undefined) | ?
COc1ccc2c(c1)c1c(c(=O)n(-c3ccccc3C)c(=O)n1CC(=O)N1CCCC1)n2C | ?
N#Cc1cccc(NC(=O)C2CCN(c3nc(-c4ccc(Cl)cc4)no3)CC2)c1 | -1%
CCOc1ccc(C(=O)Nc2cccc(C(=O)OCc3cc(=O)n4nc(C5CC5)sc4n3)c2)cc1 | -5%
COc1ccc(CCNC(=O)CN2C(=O)C(c3ccccc3)=NC23CCCCC3)cc1OC | 5%
O=C(CSc1nnc(Cc2ccccc2)o1)c1ccc(F)cc1 | 4%
CCCOc1ccccc1OCC(=O)Nc1ccc2oc(C)nc2c1 | -6%
COc1ccc(CNC(=O)C[C@@H]2C[C@@H](C(C)C)[C@H](CNC(=O)c3ccc(NC(C)=O)cc3)C=C2C)cc1 | 12%
(next part)
SMILES | KDM5B inh
O=C(c1cccc(-n2cnnc2)c1)N1CCOC(c2ccc(F)cc2)C1 (centres undefined) | 20%
O=c1c2nc(-c3ccc(O)c(F)c3)ccc2ncn1-c1ccc(F)cc1F | -2%[86.2 µM]
O=C(COc1ccc(S(=O)(=O)N2CCCCC2)cc1)Nc1ccccc1Sc1ccccc1 | 2%
COc1c(Cl)cccc1-c1cn2ccc(C)cc2n1 | ?
Cc1cnn(CCC(=O)N[C@@H]2CN(C)C[C@H]2CN(C)C)c1 | -34%
Cc1noc(C)c1C(=O)N1CCC2(CC1)CN([S+](=O)([O-])c1ccccc1)CCO2 | 4%[115 µM]
O=C1CCCN1CCCN1C(=O)[C@@H]2C[C@@H](O)CN2C2(CN(Cc3ccoc3)C2)C1=O | 1%[86.2 µM]
CC(C)c1ccccc1NC(=S)NCCc1ccc(Cl)cc1Cl | -12%
Cc1cc(C)nc(NC(=O)/C=C/c2ccc(Cl)cc2)n1 | 19%
COCC(=O)N[C@@H]1CN(C(=O)N(C)C)CC[C@@H]1c1nc(C)no1 | 10%
CC(C)(Oc1nn(Cc2cccc(Cl)c2)c2ccccc12)C(=O)NCC[S+](C)(=O)[O-] | -11%

Screening results from PubChem BioAssay.
